APP 5UTR inh – APP translation inhibition. SH-SY5Y APP 5'UTR-luciferase reporter, luminescence. inhibition, % at 2 µM. 0.82% of 190,000 active;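 active = inhibition above a set limit, derived from the sample mean plus 3 SD, cut at about 45% in these data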; also: values of inactives mirror those of a sister screen read the other way
FLuc inh counter – counter-screen for luciferase assay inhibitors: firefly luciferase inhibition; inhibition, % at 10 µM; P08659; 1.5% of 200,000 active; ATPLite firefly luciferase biochemical luminescence, 10 min; AID 1006;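 active = inhibition above about 50% when tested at 10 µM, limit read from the data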
Target sequence (P08659 whole entry, looked up): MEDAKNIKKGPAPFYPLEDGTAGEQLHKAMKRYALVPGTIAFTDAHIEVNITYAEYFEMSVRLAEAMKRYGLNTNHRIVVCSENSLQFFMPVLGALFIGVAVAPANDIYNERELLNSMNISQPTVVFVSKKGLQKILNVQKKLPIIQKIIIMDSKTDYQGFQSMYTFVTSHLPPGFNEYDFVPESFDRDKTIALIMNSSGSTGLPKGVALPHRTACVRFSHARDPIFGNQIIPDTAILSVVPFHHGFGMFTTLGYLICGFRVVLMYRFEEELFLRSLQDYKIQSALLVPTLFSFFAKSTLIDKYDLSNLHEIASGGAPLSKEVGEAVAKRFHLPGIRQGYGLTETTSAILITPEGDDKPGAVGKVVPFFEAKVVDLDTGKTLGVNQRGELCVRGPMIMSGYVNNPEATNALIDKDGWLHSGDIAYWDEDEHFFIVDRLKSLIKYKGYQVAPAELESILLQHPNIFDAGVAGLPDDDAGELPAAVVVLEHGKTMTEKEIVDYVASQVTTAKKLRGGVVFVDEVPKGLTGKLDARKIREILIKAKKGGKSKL
APP 5'UTR act – activates APP 5'UTR luciferase reporter; SH-SY5Y APP 5'UTR luciferase reporter, luminescence; zero percent = DMSO vehicle wells; activation, % at 2 µM; 1% of 190,000 active;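 active = activation above a set limit, based on mean plus 3 SD of controls, cut at about 140% in these data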; also: values of inactives mirror those of a sister screen read the other way
G6PDH counter – inhibits Leuconostoc G6PDH, flagging false hits in G6PDH-based assays | Purified L. mesenteroides G6PDH, diaphorase/resazurin coupled fluorescence, 45 min | inhibition, % at 5 µM | 0.12% of 200,000 active | AID 1020; in the data active = inhibition above about 50%
TLR4 MyD88 comp – blocks binding of human TLR4 to MyD88 | AID 861 | inhibition, % at 8.4 µM | HeLa CL3-4 TLR4/MyD88 BLA complementation, FRET ratio | 0.18% of 200,000 active | O00206+Q99836; in the data active = inhibition above about 25%;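 also: 0% = vehicle and 100% = reference inhibitor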
NF-kB neuron act – compounds increasing NF-kB expression in human neuronal cells; NF-kB reporter expression; hits give high values; fold change at 12.5 µM; 1.6% of 190,000 active; in the data active = fold change above about 3.3
Diaph inh CS – diaphorase inhibition or chemical oxidation counter-screen. diaphorase resazurin-to-resorufin fluorescence, NADH, 16 min; bacterial (C. kluyveri) enzyme, not human. inhibition, % at 20 µM. 0.69% of 190,000 active;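 active = primary screen inhibition at 20 µM above a set limit, cut at about 50% in these data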;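 also: plate controls were DMSO with full reaction for no effect and wells lacking NADH for full effect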
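controls = No-NADH positive control and DMSO neutral control | system = Clostridium kluyveri diaphorase enzyme | timing = reaction incubation of 16 min at room temperature | signal = resorufin fluorescence 544/590 nm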
FLuc stim CS – affects firefly luciferase, flagging false hits in luciferase stimulation screens. activation factor at 10 µM. 200,000 tested, under 10 active. ATPlite luciferase biochemical, luminescence, 10 min; 0 = ATP-free wells, 1 = DMSO control. P08659. AID 1027;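 active = luciferase activation factor, scaled between plate controls, of at least 2 with compound at 10 µM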
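Assay system: Luciferase/luciferin detection reagent, cell-free biochemical luciferase assay / Read-out: luciferase activation / Benchmarks: No-ATP low control, compound-free enzyme-plus-ATP high control / Medium: PBS buffer for ATP / Detection: luminescence measurement of luciferase light output / Schedule: 10 min at ambient temperature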
STAT1 activator – increases IFN-gamma driven STAT1 reporter signal. NIH 3T3 STAT1-luciferase reporter, luminescence; 100% = IFN-gamma alone, no compound. activation (% of control), % at 5.5 µM. 2.6% of 200,000 active;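 active = activation above the screen-wide mean activation plus 3 SD, cut at about 130% in these data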;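 also: raw ratio to IFN-gamma control signal so 100% means no change and 0% no light; values of inactives mirror those of a sister screen read the other way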
Diaphorase act – activates diaphorase or chemically reduces, flagging diaphorase assay artifacts. Diaphorase/resazurin coupled assay, resorufin fluorescence, 16 min; hits give high values; 1 = vehicle wells, 0 = NADH-free wells. activation factor at 20 µM. 0.005% of 190,000 active. AID 1229;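 active = diaphorase activity raised at least twofold by the compound at 20 µM; inactive = activation factor below 2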
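Material: purified diaphorase enzyme from Clostridium kluyveri; Also added: 0.114 mM NADH and 0.1 mM resazurin, final amounts; Doses: single compound dose of 20 µM, 1% DMSO final; Times: 16 min enzyme reaction, ambient temperature; Detection: resorufin fluorescence, excitation 544 nm, emission 590 nm; Measure: increased resorufin signal from activators or reducing compounds.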
Active calls of the source: *; x = not tested or not shown. Outcome played no part in choosing rows, and some 5.6% of all compounds hit somewhere here.

SMILES | APP 5UTR inh | FLuc inh counter | APP 5'UTR act | G6PDH counter | TLR4 MyD88 comp | NF-kB neuron act | Diaph inh CS | FLuc stim CS | STAT1 activator | Diaphorase act
O=C(C1CCC1)N1CCc2cc(S(=O)(=O)Nc3ccc4c(c3)OCO4)ccc21 | -10 | -2 | 10 | 8 | 8 | 1 | 24 | 1 | 93 | 0.8
CCn1ncc(NC(=S)Nc2ccc3c(c2)OCO3)c1C(N)=O | -89 | -8 | 89 | 10 | 6 | 1.3 | 23 | 1.1 | 103 | 0.8
CCOC(=O)c1ccccc1NC(=O)N[C@@H](C)C(=O)OC | 15 | 2 | -15 | 20 | -7 | 0.95 | 3 | 1 | 98 | 1
Cc1cccc(C)c1NC(=O)CN1C(=O)N(C)Cc2ccccc21 | -9 | -2 | 9 | 5 | -2 | 0.87 | 11 | 1 | 97 | 0.9
CN(CC(=O)OCC(N)=O)S(=O)(=O)c1ccc(Cl)cc1 | -7 | -5 | 7 | 4 | 7 | 1.1 | 10 | 1.1 | 100 | 0.9
CNC(=O)C12CC3CC(CC(Cl)(C3)C1)C2 | -15 | -1 | 15 | -2 | 5 | 1.2 | -8 | 1 | 93 | 1.1
COc1cccc(/C=C/C(=O)OCC(=O)N2c3ccccc3NC(=O)C2(C)C)c1 | -11 | -4 | 11 | 8 | -6 | 1.1 | 10 | 1 | 97 | 0.9
Cc1ccccc1C(=O)NNC(=O)CCC(=O)Nc1cccc(Cl)c1C | -13 | -5 | 13 | 4 | 1 | 1.1 | 14 | 1.1 | 101 | 0.9
COc1cc(OC)cc(-n2c3nc4ccccc4nc3c3c(=O)n(CC4CCCO4)cnc32)c1 (centres undefined) | x | -5 | x | 11 | x | x | 21 | 1 | x | 0.8
O=C(/C=C/c1ccc([N+](=O)[O-])cc1)NCc1cccnc1 | -12 | 2 | 12 | -5 | -3 | 1.1 | 3 | 1 | 98 | 1
Cc1ccccc1-n1nc(C)c2cc(C(=O)N3CCN(S(=O)(=O)c4ccc(F)cc4)CC3)sc21 | -10 | 4 | 10 | 21 | -9 | 0.62 | 17 | 1 | 93 | 0.8
CCOc1ccccc1-n1c(SCC(=O)N2CCCC2)nnc1-c1ccc(O)cc1 | -2 | -7 | 2 | 7 | -3 | 1.3 | -16 | 1.1 | 94 | 1.2
CC(=O)NC(CC(=O)N(C)Cc1c(F)cccc1Cl)c1ccccc1 (centres undefined) | -2 | -5 | 2 | 8 | -4 | 1.1 | 17 | 1.1 | 97 | 0.8
O=C(Cn1cnc2ccccc2c1=O)N1CCc2ccccc2C1 | 8 | -8 | -8 | 3 | 10 | 1 | 7 | 1.1 | 96 | 0.9
CCCCNC(=O)c1cc2c(=O)n3cccc(C)c3nc2n(Cc2ccncc2)c1=N | -21 | -3 | 21 | -52 | 7 | 0.63 | 0 | 1 | 115 | 1
COc1ccc(/C=N/NC(=O)c2cccnc2)cc1CN1CCCc2ccccc21 | -2 | -3 | 2 | -2 | -10 | x | 15 | 1 | 84 | 0.8
CCN(C(=O)COC(=O)c1n[nH]c2ccccc12)C1CCS(=O)(=O)C1 (centres undefined) | 3 | -2 | -3 | 10 | -8 | 1.2 | -14 | 1 | 99 | 1.1
CCn1c(Cc2ccccc2)nnc1SCC(=O)Nc1cc(C)on1 | -21 | -4 | 21 | 14 | -13 | 1.2 | -9 | 1 | 88 | 1.1
COc1ccc(NC(=O)C2=C(C)NC(=O)NC2c2cccs2)c(OC)c1 (centres undefined) | 4 | -2 | -4 | 14 | 4 | 1.1 | 15 | 1 | 100 | 0.9
C=C(C)CN1CCN(S(=O)(=O)c2ccc(C)c(N(C)S(=O)(=O)c3ccc(C)cc3)c2C)CC1 | -15 | -2 | 15 | -6 | 3 | 1.1 | 0 | 1 | 91 | 1
Cc1cc(S(=O)(=O)NCc2ccco2)c(C)s1 | -2 | -10 | 2 | 0 | 8 | 1.2 | 6 | 1.1 | 101 | 0.9
Nc1nc(-c2cccnc2)nn1S(=O)(=O)c1ccccc1 | 7 | x | -7 | x | 1 | 1.2 | x | x | 100 | x
COc1ccc(NC(=O)CN2CCN(c3ccccc3)CC2)cc1 | -14 | -3 | 14 | 1 | -3 | 1 | 3 | 1 | 100 | 1
CCC(=O)N1CCc2cc(S(=O)(=O)N3CCc4ccccc4C3)ccc21 | 12 | -5 | -12 | 3 | 9 | 0.95 | 10 | 1 | 107 | 0.9
COc1ccc(C2CC2/C(=N/OC(=O)c2cccs2)c2ccccc2)cc1 (centres undefined) | x | 9 | x | 6 | -17 | 1.9 | 9 | 0.9 | 107 | 0.9

Next part, starting with the last 2 of the part before.
SMILES | APP 5UTR inh | FLuc inh counter | APP 5'UTR act | G6PDH counter | TLR4 MyD88 comp | NF-kB neuron act | Diaph inh CS | FLuc stim CS | STAT1 activator | Diaphorase act
CCC(=O)N1CCc2cc(S(=O)(=O)N3CCc4ccccc4C3)ccc21 | 12 | -5 | -12 | 3 | 9 | 0.95 | 10 | 1 | 107 | 0.9
COc1ccc(C2CC2/C(=N/OC(=O)c2cccs2)c2ccccc2)cc1 (centres undefined) | x | 9 | x | 6 | -17 | 1.9 | 9 | 0.9 | 107 | 0.9
O=C(CSc1oc(-c2ccc(F)cc2)nc1S(=O)(=O)c1ccccc1)NCC1CCCO1 (centres undefined) | 14 | -3 | -14 | 5 | -2 | 1.3 | 17 | 1 | 99 | 0.8
O=C(Cc1ccc(Cl)c(Cl)c1)Nc1ccccc1N1CCOCC1 | -3 | -6 | 3 | -3 | -22 | 0.88 | 12 | 1.1 | 92 | 0.9
Cc1ccc(C(C#N)N2CCOCC2)cc1 (centres undefined) | 0 | -8 | 0 | 4 | -7 | 1.1 | 15 | 1.1 | 98 | 0.8
CCOc1ccc(S(=O)(=O)N2CCN(C(=O)c3sccc3C)CC2)cc1 | 14 | -3 | -15 | 14 | -7 | 1 | 10 | 1 | 90 | 0.9
O=[n+]1cc(-c2ccccc2)n([O-])c2c1CCC2 | -23 | 0 | 23 | 0 | 5 | 1.1 | 1 | 1 | 104 | 1
CCOc1cc([C@@H]2C[C@H]3CN(c4ccccc4)C(=O)[C@]34CCCN24)ccc1OC | 9 | -4 | -9 | 13 | 0 | 0.86 | 27 | 1 | 99 | 0.7
Cn1c(-c2ccc(=O)[nH]c2)nc2ccccc21 | -18 | 1 | 18 | 9 | -7 | 1.2 | -3 | 1 | 100 | 1
Cc1ccc2nc3c(cc(C#N)c(=O)n3CCN3CCOCC3)c(=O)n2c1 | x | 0 | x | 15 | x | x | 22 | 1 | x | 0.8
CC(C)Oc1ccc(C(=O)NCc2cccnc2)cc1 | 1 | 0 | -1 | 1 | 1 | 0.99 | 22 | 1 | 105 | 0.8
CCn1c(SCc2ccc(C#N)cc2)nnc1-c1ccc(S(=O)(=O)N2CCCCC2)cc1 | -8 | 0 | 9 | 10 | 4 | 0.71 | 5 | 1 | 88 | 0.9
O=C(Cn1cnc2ccccc21)N/N=C/c1ccccn1 | -4 | -4 | 4 | 9 | 11 | 1.4 | 17 | 1 | 96 | 0.8
CCOc1ccc(-c2nnn(CC(=O)Nc3ccccc3OC)n2)cc1OCC | -4 | -2 | 4 | 4 | 2 | 1.1 | 7 | 1 | 98 | 0.9
CCOC(=O)/C(C#N)=C1/SC(CC)C(=O)N1c1ccc(Br)cc1 (centres undefined) | -12 | -11 | 12 | 4 | -5 | 1 | 13 | 1.1 | 100 | 0.9
CC12CCC(C/C1=N/NC(=O)Nc1ccccc1)C2(C)C (centres undefined) | -12 | 7 | 12 | 16 | -6 | 1.5 | 14 | 0.9 | 103 | 0.9
O=C(NC1CCCCC1)C(c1ccc(O)c(O)c1)N(C(=O)Cn1nnc2ccccc21)c1cccc(O)c1 (centres undefined) | -14 | -4 | 14 | 17 | 3 | 1.1 | 56* | 1 | 104 | 0.4
Cc1ccc2nc(Nc3nc(=O)c4ccccc4n3C)nc(C)c2c1 | x | 7 | x | 5 | x | x | -20 | 0.9 | x | 1.2
COc1ccccc1-c1c(C)nn2c(N3CCCCCC3)cc(C)nc12 | -14 | -6 | 14 | -20 | -7 | 0.53 | 22 | 1.1 | 89 | 0.8
O=S(=O)(c1ccc(-n2cnnn2)cc1)N(C1CCCCC1)C1CCCCC1 | -12 | -8 | 13 | -6 | 2 | 0.86 | 24 | 1.1 | 100 | 0.8
CCOC(=O)C1CCCN(C(=O)c2cnn3c(C(F)(F)F)cc(-c4ccccc4)nc23)C1 (centres undefined) | -20 | -6 | 20 | -3 | -6 | 1.2 | 18 | 1.1 | 95 | 0.8
O=C(OCC(=O)N1CCCCC1)c1cc(NS(=O)(=O)c2ccc(Cl)c([N+](=O)[O-])c2)ccc1O | -9 | 0 | 9 | 18 | -10 | 0.78 | 22 | 1 | 90 | 0.8
COc1ccc(-c2nc(N3CCOCC3)nc3n[nH]c(N)c23)cc1 | -15 | -1 | 15 | 4 | 0 | 0.71 | 8 | 1 | 103 | 0.9
COCCCn1c(=NC(=O)c2ccc3c(c2)OCO3)c(C#N)cc2c(=O)n3cccc(C)c3nc21 | x | -5 | x | 1 | x | x | 27 | 1 | x | 0.7
Cn1c(C(=O)N2CCN(c3cccc(C(F)(F)F)c3)CC2)cc2sccc21 | 1 | -3 | -1 | -2 | -2 | 0.87 | 29 | 1 | 106 | 0.7
Cc1cc(C)c2oc(-c3ccc(Cl)c(NC(=O)c4ccc(C#N)cc4F)c3)nc2c1 | -2 | 3 | 2 | -22 | -18 | 1.9 | 0 | 1 | 110 | 1
Nc1nc(CN2CCc3ccccc3C2)nc(Nc2ccccc2)n1 | -1 | -6 | 1 | 19 | -3 | 0.94 | -10 | 1.1 | 104 | 1.1
COCCN(CCOC)c1ncc(Cl)c(C(=O)c2c(C)cc3ccccn23)n1 | 3 | -8 | -3 | 8 | 8 | 0.99 | 14 | 1.1 | 102 | 0.9
CCC(=O)n1nc(-c2ccco2)nc1SCc1ccccc1 | -30 | 11 | 30 | -1 | -3 | 1.6 | 17 | 0.9 | 109 | 0.8
O=C(CCl)Nc1ccccc1C(=O)c1ccccc1 | -4 | -6 | 4 | 0 | -7 | 1.6 | 7 | 1.1 | 97 | 0.9
CCN(C(=O)COC(=O)c1cc(OC)c(OC)cc1[N+](=O)[O-])C1CCS(=O)(=O)C1 (centres undefined) | 17 | -5 | -17 | 3 | 1 | 0.97 | 9 | 1 | 88 | 0.9

4 entries from above, arranged by length of the SMILES, low to high:
SMILES | APP 5UTR inh | FLuc inh counter | APP 5'UTR act | G6PDH counter | TLR4 MyD88 comp | NF-kB neuron act | Diaph inh CS | FLuc stim CS | STAT1 activator | Diaphorase act
Cn1c(-c2ccc(=O)[nH]c2)nc2ccccc21 | -18 | 1 | 18 | 9 | -7 | 1.2 | -3 | 1 | 100 | 1
O=[n+]1cc(-c2ccccc2)n([O-])c2c1CCC2 | -23 | 0 | 23 | 0 | 5 | 1.1 | 1 | 1 | 104 | 1
COc1ccc(-c2nc(N3CCOCC3)nc3n[nH]c(N)c23)cc1 | -15 | -1 | 15 | 4 | 0 | 0.71 | 8 | 1 | 103 | 0.9
CCOC(=O)C1CCCN(C(=O)c2cnn3c(C(F)(F)F)cc(-c4ccccc4)nc23)C1 (centres undefined) | -20 | -6 | 20 | -3 | -6 | 1.2 | 18 | 1.1 | 95 | 0.8

High-throughput results deposited in PubChem BioAssay by several laboratories.
